Bim-Bcl-W = human Bim-Bcl-W interaction inhibition | hit rate 0.02% among 190,000 | AID 952 | bead-based flow cytometry, Bim peptide-Bcl-W binding | inhibition, % at 10 µM;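 note: 0% = bound tracer without compound and 100% = peptide blocker; higher means less fluorescent Bim peptide bound to Bcl-W beads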
Target sequence (Q92843 whole entry, looked up): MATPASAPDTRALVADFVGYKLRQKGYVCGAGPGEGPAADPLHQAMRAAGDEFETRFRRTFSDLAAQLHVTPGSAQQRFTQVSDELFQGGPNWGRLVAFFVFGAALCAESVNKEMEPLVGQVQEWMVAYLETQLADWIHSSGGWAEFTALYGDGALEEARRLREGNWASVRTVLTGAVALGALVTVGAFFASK
Mcl1 Bid PPI = Mcl-1/Bid interaction inhibition | Q07820 | hit rate 0.97% among 220,000 | TR-FRET Mcl-1/Bid-Dy647 peptide binding, 1536-well | inhibition, % at 21.7 µM;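 active = compounds that cut the binding signal by more than half at the single screening dose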;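 note: His-tagged Mcl-1 with europium anti-His antibody binding Bid BH3 peptide; 0% = Mcl-1 plus peptide wells and 100% = peptide-only wells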
Bcl-B Bim block = disrupts Bim peptide binding to human Bcl-B | bead-based flow cytometry | inhibition, % at 10 µM | hit rate 0.073% among 190,000;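 note: 0% = tracer peptide without compound and 100% = reference inhibitor peptide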
RGS7-Gao = modulates binding of RGS7 to human Galphao; P09471; Multiplexed bead flow cytometry; actives lie on both sides; binding response (% of control), % at 10 µM; hit rate 0.35% among 220,000; in the data active = binding response below about 49% or above about 150%; inconclusive = no clear call, values can overlap the other calls; inactive = in between;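 note: fluorescent Galphao held in activated GDP-AlF4 state binding bead-coupled RGS7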
Target sequence (P09471 whole entry, looked up): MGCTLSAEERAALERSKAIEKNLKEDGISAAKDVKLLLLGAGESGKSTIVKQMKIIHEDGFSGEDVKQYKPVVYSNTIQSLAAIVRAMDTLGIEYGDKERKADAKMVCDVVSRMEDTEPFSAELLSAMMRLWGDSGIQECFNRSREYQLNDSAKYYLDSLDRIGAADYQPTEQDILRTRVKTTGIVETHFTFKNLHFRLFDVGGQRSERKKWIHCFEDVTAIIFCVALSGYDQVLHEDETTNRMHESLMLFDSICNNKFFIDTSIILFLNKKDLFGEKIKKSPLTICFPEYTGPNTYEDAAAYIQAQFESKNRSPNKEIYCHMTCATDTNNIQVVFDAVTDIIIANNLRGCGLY
RGS4-Gao reg = human RGS4-Galphao interaction regulation; P09471; Multiplexed bead flow cytometry, RGS4-Galphao binding; actives lie on both sides; binding response (% of control), % at 10 µM; hit rate 0.33% among 220,000; AID 1415; in the data active = binding response below about 49% or above about 150%; inactive = in between;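 note: fluorescent Galphao activated with aluminum fluoride binding bead-coupled RGS4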
Bim-Bfl-1 = inhibitors of Bim-Bfl-1 interaction, human. Q16548. Bead-based flow cytometry, Bim-Bfl-1 binding inhibition. inhibition, % at 10 µM. AID 1008. hit rate 0.12% among 190,000;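 note: 0% = wells without compound plus tracer and 100% = blocker peptide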
Mcl1-Noxa inh = disrupts binding of human Mcl-1 to Noxa peptide. inhibition, % at 21.7 µM. AID 1022. TR-FRET Mcl-1/Noxa peptide binding, 2 h. hit rate 1.5% among 220,000. Q07820;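 active = compounds that cut the protein-peptide binding signal by more than 50% relative to plate controls in a single-dose test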;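 note: His-tagged Mcl-1 with rhodamine Noxa BH3 peptide and terbium anti-His antibody; 0% = Mcl-1 plus Noxa peptide wells and 100% = peptide-only wells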
Bim-Mcl-1 = disrupts Bim peptide binding to human Mcl-1; Q07820; Bead-based flow cytometry, Bim peptide-Mcl-1 binding; inhibition, % at 10 µM; hit rate 0.1% among 190,000;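 note: 0% = no compound tracer wells and 100% = peptide blocker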
Bcl-2 Bim block = inhibitors of Bim-Bcl-2 interaction, human. P10415. Bead-based flow cytometry, Bim peptide-Bcl-2 binding. inhibition, % at 10 µM. hit rate 0.06% among 190,000; in the data active = inhibition above about 40%; inconclusive = no clear call, values can overlap the other calls;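 note: 0% = no compound wells with probe peptide and 100% = reference peptide inhibitor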
Target sequence (P10415 whole entry, looked up): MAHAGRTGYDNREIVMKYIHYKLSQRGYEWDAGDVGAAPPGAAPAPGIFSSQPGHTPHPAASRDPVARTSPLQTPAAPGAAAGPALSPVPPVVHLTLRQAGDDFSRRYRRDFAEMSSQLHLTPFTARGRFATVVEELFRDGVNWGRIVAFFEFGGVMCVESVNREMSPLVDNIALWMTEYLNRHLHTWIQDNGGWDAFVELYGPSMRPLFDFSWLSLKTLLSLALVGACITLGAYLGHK
RGS8-Gao reg = regulators of human RGS8-Galphao interaction; hit rate 0.34% among 220,000; multiplexed bead flow cytometry, RGS8-Galphao binding; actives lie on both sides; response (percent of control binding), % at 10 µM; AID 1423; P09471; in the data active = response below about 60% or above about 140%; inactive = in between;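 note: Galphao activated as the GDP aluminium fluoride complex binding bead-coupled RGS8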
Bcl-XL Bim block = human Bim-Bcl-XL interaction inhibition | Q07817 | hit rate 0.04% among 190,000 | Bim peptide-Bcl-XL binding, bead flow cytometry, fluorescence | inhibition, % at 10 µM | AID 1007
Target sequence (Q07817 whole entry, looked up): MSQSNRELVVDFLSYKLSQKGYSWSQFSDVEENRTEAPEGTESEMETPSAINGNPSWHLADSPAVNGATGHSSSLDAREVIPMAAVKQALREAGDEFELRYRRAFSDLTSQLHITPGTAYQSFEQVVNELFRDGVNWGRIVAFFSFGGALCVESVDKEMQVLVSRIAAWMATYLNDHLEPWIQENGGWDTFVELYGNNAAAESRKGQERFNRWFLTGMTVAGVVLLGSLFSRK
* hit, by the source's call; ? = inconclusive; . = no result given; & = joins results of further samples; [ ] = remark or other dose. Cut-off read from the data, not from the text of the source, unless noted: active = inhibition above about 40%. Random draw from the library, and some 2.7% of all compounds hit somewhere here.

Bim-Bcl-W	Mcl1 Bid PPI	Bcl-B Bim block	RGS7-Gao	RGS4-Gao reg	Bim-Bfl-1	Mcl1-Noxa inh	Bim-Mcl-1	Bcl-2 Bim block	RGS8-Gao reg	Bcl-XL Bim block	Compound
-3	-46	-4	98	101	-2	-21	-2	-3	102	-5	CCC(=O)NC(c1cccs1)c1ccc2cccnc2c1O (centres undefined)
0	-20	-10	94	87	-4	-8	-2	4	100	-4	Cc1ccc(Cl)cc1NC(=O)c1ccccn1
6	-33	0	102	105	-10	-28	0	-2	108	-1	Cc1nn2c(N)c(C#N)cnc2c1-c1ccc(Cl)cc1
-5	-35	-8	?	100	-9	0	-3	-5	101	-4	COCCNC(=S)Nc1ccccc1Cc1ccccc1
-3	-31	-5	101	99	-3	13	-3	4	100	-5	CC(=O)N1CCc2cc(Br)cc(S(=O)(=O)NCc3ccccn3)c21
-5	-21	-12	95	102	-14	5	-4	-13	101	-9	O=C(Cn1ncn2cccc2c1=O)N1CCCCC1
2	-7	-1	103	101	-1	15	17	-3	104	-1	O=C(COC(=O)c1oc2ccccc2c1COc1ccccc1)NCCN1C(=O)CSC1=O
-2	-14	-6	102	101	-6	-8	-1	-1	101	-2	O=S(=O)(NCc1ccccc1)c1ccc(S(=O)(=O)N2CCCC2)cc1
1	-11	-6	101	98	-5	-5	-1	0	98	-2	COc1cc(/C=N/NC(N)=O)ccc1OC(=O)c1ccco1
0	-26	-8	100	101	-14	4	-3	-9	101	-3	N#CC1=C(N)Oc2cc3ccccc3cc2C1c1cccnc1 (centres undefined)

Rewritten with tabs: 4 of the compounds above.
Compound	Bim-Bcl-W	Mcl1 Bid PPI	Bcl-B Bim block	RGS7-Gao	RGS4-Gao reg	Bim-Bfl-1	Mcl1-Noxa inh	Bim-Mcl-1	Bcl-2 Bim block	RGS8-Gao reg	Bcl-XL Bim block
Cc1ccc(Cl)cc1NC(=O)c1ccccn1	0	-20	-10	94	87	-4	-8	-2	4	100	-4
Cc1nn2c(N)c(C#N)cnc2c1-c1ccc(Cl)cc1	6	-33	0	102	105	-10	-28	0	-2	108	-1
COCCNC(=S)Nc1ccccc1Cc1ccccc1	-5	-35	-8	?	100	-9	0	-3	-5	101	-4
CC(=O)N1CCc2cc(Br)cc(S(=O)(=O)NCc3ccccn3)c21	-3	-31	-5	101	99	-3	13	-3	4	100	-5

Additional entries follow.
Bim-Bcl-W	Mcl1 Bid PPI	Bcl-B Bim block	RGS7-Gao	RGS4-Gao reg	Bim-Bfl-1	Mcl1-Noxa inh	Bim-Mcl-1	Bcl-2 Bim block	RGS8-Gao reg	Bcl-XL Bim block	Compound
0	-23	-2	?	93	-2	1	-2	-1	95	0	Cn1nc(C(=O)OCC(=O)NC2CCS(=O)(=O)C2)c2ccccc2c1=O (centres undefined)
-3	1	-11	103	100	-12	-2	-6	-13	100	-12	CCOC(=O)c1[nH]c(C)c(C(=O)NCCC2=CCCCC2)c1C
0	-8	-12	97	96	-5	19	0	-6	102	-1	COc1ccccc1S(=O)Cc1ccc(C(=O)NC2CCCC2)o1 (centres undefined)
.	-64	.	?	107	.	6	.	.	104	.	CN1C[C@@H]2C(c3ccc(Cl)nc3)C3(c4ccccc4)CC2(C3)[C@H]1c1ccccc1 (some centres undefined)
-2	-24	0	100	104	-2	7	0	1	103	-3	CN1CC(=O)N(CC(=O)Nc2cccc(S(=O)(=O)N3CCOCC3)c2)C1=O
0	-16	-3	98	101	-4	13	-1	-5	101	-2	COc1ccc(NC(=O)c2cn(-c3ccccc3)nc2-c2ccncc2)cc1
.	0	.	?	97	.	16	.	.	99	.	COc1ccc(/C=N/n2cnc3c([nH]c4ccc(F)cc43)c2=O)cc1CN1CCCC1
2	19	1	103	103	6	26	3	3	102	3	O=C1c2cccc3c([N+](=O)[O-])ccc(c23)C(=O)N1CC1CCCO1 (centres undefined)
6	-11	-2	105	100	-4	8	7	-9	104	-3	COC(=O)CCCC(=O)N1CCOCCN(C(=O)CCCC(=O)OC)CCOCC1
0	37	-8	97	99	-7	25	0	-7	102	-4	O=S(=O)(c1ccccc1)N1CCC(N2CCCCCC2)CC1
.	-30	.	?	103	.	6	.	.	103	.	CC(C)OP(=O)(OC(C)C)C(Nc1ccccc1)c1cccc([N+](=O)[O-])c1 (centres undefined)
-2	-7	-7	102	101	-9	21	-1	-3	102	-4	CCCCNC(=S)N1CCN(C)CC1
6	17	14	110	109	9	25	9	10	102	15	COCCn1c(N)c(C(=O)NCc2cccs2)c2nc3ccccc3nc21
0	-27	1	?	101	1	0	2	2	100	0	O=C(Nc1nc(-c2ccc(Br)cc2)cs1)c1cccnc1
0	-7	-5	104	103	-10	20	-1	-9	105	-4	CN(C)S(=O)(=O)N(CC(=O)NCc1ccccc1)c1ccccc1
0	-18	-11	103	80	-12	.	-4	-13	94	-4	O=C1N(CN2C(=O)C3(OCCO3)c3ccccc32)c2ccccc2C12OCCO2
-3	-10	-9	95	97	-20	8	-3	-6	99	-10	O=C(CSc1nc(O)cc(=O)[nH]1)N1CCCc2ccccc21
0	-15	0	108	110	-2	5	-1	-5	110	-2	COc1ccc(N(CC(=O)Nc2cccc(SC)c2)S(C)(=O)=O)cc1Cl
.	-20	.	?	99	.	-4	.	.	102	.	C[C@]12CC(O)C3C(CCC4=CC(=O)CC[C@@]43C)C1CCC2c1csc(-c2ccccc2)n1 (some centres undefined)
1	3	1	103	99	3	14	-2	1	98	-1	COC(=O)c1ccc(OCC(O)CN2C(=O)c3ccccc3S2(=O)=O)cc1 (centres undefined)
-2	-7	-9	102	101	-6	21	-1	-4	101	-5	COc1ccc(C2CC(c3ccc(Cl)cc3)=NN2C(=O)c2cccc([N+](=O)[O-])c2)cc1 (centres undefined)
1	5	-1	160*[activator]	170*[activator]	0	25	-1	0	104	-4	O=[N+]([O-])c1ccc(Nc2nc(NC3CCCCC3)nc(N3CCCC3)n2)cc1
-3	-122	-2	?	100	-3	14	0	0	100	-3	COc1ccc(C2=NN(c3nc(C(=O)O)cs3)C(O)(C(F)(F)F)C2)c(OC)c1 (centres undefined)
3	-14	-9	104	103	-10	-5	-2	-11	103	6	COc1ccc(NC(=O)CN(c2cccc(C(F)(F)F)c2)S(C)(=O)=O)cc1OC
-1	-42	-10	104	106	-6	6	1	-16	109	-4	C/C(=N/NC(=O)c1ccoc1C)c1ccc(N2CCOCC2)cc1
.	-13	.	?	103	.	-8	.	.	105	.	CCOc1ccccc1NC(=O)CSc1nc2nc(-c3cccs3)cc(C(F)(F)F)c2c(=O)[nH]1
-6	-11	0	99	100	-4	0	-4	-1	101	-6	O=C(NNC(=O)C1CCCCC1)C(=O)NC1CCCCC1
0	-20	-6	100	103	-12	9	-1	-7	103	-4	O=C(Nc1ccccc1N1CCCCC1)c1ncoc1-c1ccc(F)cc1
1	0	-5	97	98	-2	11	0	-5	100	1	Cc1cccc(CN(CC(=O)N/N=C/c2ccco2)S(=O)(=O)c2ccc(Cl)cc2)c1
.	-42	.	?	94	.	21	.	.	95	.	O=C(CN1C(=O)NC2(CCCC2)C1=O)OCc1cc(=O)n2cc(Br)ccc2n1
-3	-2	-10	105	102	-11	26	-6	-9	110	-6	CCOC(=O)C1CCCN(CCC(=O)Nc2ccc3c(c2)CCC3)C1 (centres undefined)
-2	-22	0	106	103	-2	-4	-1	-1	104	-1	Cc1cccc(NC(NC(=O)c2cccnc2)C(Cl)(Cl)Cl)c1 (centres undefined)
1	-56	0	100	95	2	-9	0	2	94	2	COc1ccc(N(CC(=O)Nc2ccccc2C(=O)NCc2ccco2)S(C)(=O)=O)cc1
-1	-40	-4	90	92	-2	19	-1	-3	97	0	C=CCSC1=N/C(=C\c2cc(OC)c3c(c2)OCO3)C(=O)S1
1	-1	-2	97	99	-7	21	0	-7	101	-3	CCCCn1nnnc1SCC(=O)Nc1ccc2c(c1)OCO2
-1	-50	0	100	102	-1	-36	-1	-2	105	-3	Cc1cc(NCCCn2ccnc2)n2ncc(-c3ccc(Cl)cc3)c2n1
-1	14	-3	99	97	0	6	2	-5	96	-2	O=C(c1ccc(C#Cc2ccccc2)o1)N1CCN(c2ccccn2)CC1
-1	-57	-11	109	97	5	45	-1	0	96	-2	COc1ccc(NC(=S)N(CCCN2CCC(C)CC2)Cc2cccs2)cc1Cl
1	-36	-1	104	103	0	10	0	0	99	0	NNC(=O)c1cc2cc3ccccc3nc2s1
-3&0	1&13	-2&-1	104&101	100&101	-1&-1	10&17	0&-2	-1&3	102&103	-3&-2	CN(C)CCC(c1ccc(Cl)cc1)c1ccccn1 (centres undefined)
-1	-5	-4	100	100	-20	-10	29	-7	101	-7	O=C(NCc1ccc(Cl)c(Cl)c1)c1ccco1
0	-27	-8	97	100	-17	-2	-4	-9	101	-6	COC(=O)c1ccc(CSc2nccn2C)cc1
0	-16	-8	102	102	-22	-13	-4	-8	102	-6	CCCc1cc(N2CCCC(C(=O)Nc3c(OC)cccc3OC)C2)n2ncnc2n1 (centres undefined)
1	-33	0	92	93	-10	-2	0	0	98	0	S=C1NCCOCCNC(=S)NCCOCCOCCN1
-7	-27	4	111	102	-3	18	-7	-9	101	-8	Cc1cc(-c2n[nH]c(=S)n2-c2ccccc2)nn1C
-2	-69	1	100	91	-3	-26	-1	-4	108	-2	c1ccc(Nc2n[nH]nc2-c2ccccc2)cc1
0	-13	0	106	98	-3	11	0	0	100	0	Cc1cc(=O)[nH]c(N2CCOCC2)n1
9	-12	13	106	97	21	-66	16	18	101	19	CC1Cc2ccccc2N1C(=O)CSc1nnnn1-c1ccc2c(c1)OCCO2 (centres undefined)
.	-20	.	?	104	.	-10	.	.	103	.	NC(=O)CC(NC(=O)Cc1ccc(Cl)cc1)c1ccc(NC2CCCC2)c([N+](=O)[O-])c1 (centres undefined)
-1	-16	-7	84	92	-9	-11	0	-6	93	-3	O=C(Nc1ccc(Cl)cc1Cl)C1=Cc2ccccc2OC1

Next structures.
Bim-Bcl-W	Mcl1 Bid PPI	Bcl-B Bim block	RGS7-Gao	RGS4-Gao reg	Bim-Bfl-1	Mcl1-Noxa inh	Bim-Mcl-1	Bcl-2 Bim block	RGS8-Gao reg	Bcl-XL Bim block	Compound
5	0	-2	105	106	0	4	-1	2	106	0	CCS(=O)(=O)c1ccc2c(c1)NC(=O)C(CCCl)O2 (centres undefined)
-2	-11	-26	112	99	1	13	-9	-5	94	-8	Cc1ccc(N2NC(C)(c3cccs3)NC2=S)cc1 (centres undefined)
0	12	-9	104	102	-17	-2	-2	-9	105	-7	Cc1cc(C)nc(NC(=O)/C=C/c2ccccc2Cl)n1
.	-12	.	?	101	.	14	.	.	98	.	COc1ccc(C(=O)O)cc1S(=O)(=O)NCCN(C)C
-2	-2	-4	94	99	0	-14	-2	-2	97	-4	N#CCSc1ccc(-c2nc3ccccc3[nH]2)cn1
0	3	-4	96	95	-1	8	-3	-2	99	1	COc1cccc(/C=N/n2cncn2)c1OCC#N
0	-29	-1	98	99	-6	13	-2	-3	100	1	C=CCn1c(C)c(C(C)=O)c(SC)nc1=S
0	2	-4	120	122	-3	14	0	0	126	4	N[C@@H](CO)c1nnc([C@H](Cc2ccc(O)cc2)NC(=O)C2CCNCC2)o1
-2	-6	-1	93	95	-4	2	2	-3	99	2	O=C1NCN(c2ccccc2)C12CCN(c1nnnn1-c1ccccc1)CC2
0	20	-7	99	101	-16	2	-3	-9	99	-4	Cc1ccccc1CS(=O)(=O)c1cnc2ccccc2n1
-4	10	-3	101	101	-2	21	-3	-6	102	0	O=C(OCCNC(=O)c1ccc2ccccc2n1)c1ccc(F)cc1
